IL1B NFkB inh – blocks IL-1B driven NFkB nuclear translocation in HUVEC cells. HUVEC IL-1B NFkB p65 nuclear translocation imaging. inhibition, % at 2 µM. actives 0.43% (n = 94,000). AID 796;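 active means inhibition above about 30% together with a positive call from visual inspection of the well image, limit read from the data; inconclusive means inhibition above a set limit but visual check negative; inactive means inhibition not above a set limit, visual check negative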;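 further: nuclear over cytoplasmic p65 intensity ratio measured by imaging; 0% = IL-1B stimulated DMSO wells and 100% = unstimulated DMSO wells; values of inactives mirror those of a sister screen read the other way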
PLAP inhibitors HTS – inhibition of human placental alkaline phosphatase – biochemical, luminescence, HTS (AID 690); actives 0.08% (n = 96,000); inhibition, % at 20 µM, or IC50 in µM where a hit was titrated; purified PLAP, luminescent substrate; higher % means a stronger effect; in the data active means a potency from the dose series; inactive means the rest, 99 in 100 with inhibition below about 30%; further: strong numbers were not always called active
MRP reversal – compounds reversing MRP-mediated drug resistance. H69AR cells + 2 uM doxorubicin, CellTiter-Glo, 72 h. differential viability (reversal), % at 10 µM. actives 0.04% (n = 85,000);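 active means viability drop by adding the cancer drug above about 55%, with treated viability meeting a 40% cutoff, limit read from the data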;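 further: viability without doxorubicin minus viability with 2 µM doxorubicin for each compound; larger differential means the compound sensitizes cells more to doxorubicin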
Bcl-B TR3 displacers – displacers of TR3 peptide from Bcl-B, primary screen, selectivity assay for Bfl-1 inhibitor project, biochemical, fluorescence polarization; FP displacement of FITC-TR3 peptide from Bcl-B; higher % means a stronger effect; displacement, % at 20 µM; hits with a dose series show IC50 in µM; actives 0.11% (n = 96,000);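 active means displacement above 50% at 20 µM plus a fluorescence interference ratio under 1.5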;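 further: plate controls were wells without compound for no effect and wells lacking Bcl-B protein for full effect; a part of the inactive calls stands beside numbers as strong as those of hits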
IL1B NFkB pot – enhances IL-1B driven NFkB nuclear translocation. HUVEC IL-1B NFkB p65 nuclear translocation imaging. activation, % at 2 µM. actives 0.3% (n = 94,000). AID 819;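 active means activation above 40%, about the mean plus 3 SD, also judged a hit on visual image review; inconclusive means activation above 40% but not a hit on visual review; inactive means activation not above 40% and no visual hit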;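 further: percent activation is computed from the nuclear over cytoplasmic p65 intensity ratio; values of inactives mirror those of a sister screen read the other way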
MRP reversal cytotoxicity – second read-out of MRP reversal, no call of its own (marks repeat the call); viability, %; H69AR cells, CellTiter-Glo, 72 h; measured here: cytotoxicity without doxorubicin
MRP reversal with doxorubicin – recorded beside MRP reversal, whose call it bears; viability, %; measured here: viability with 2 uM doxorubicin; stronger effect = lower value
IL1B NFkB inh cell count 2 µM – further read-out of IL1B NFkB inh, marked with its call; cell count; measured here: cells passing quality filter;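 raw number of nuclei counted in each imaged well without normalization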
IL1B NFkB pot cell count 2 µM – also measured in IL1B NFkB pot; calls as there; cell count; measured here: cells passing quality filter
An asterisk follows results filed as active; ? = inconclusive; nt = not tested or not shown. Only part of the results is shown (hit frequency here may not be typical).

SMILES | IL1B NFkB inh | IL1B NFkB inh cell count 2 µM | PLAP inhibitors HTS | MRP reversal | MRP reversal cytotoxicity | MRP reversal with doxorubicin | Bcl-B TR3 displacers | IL1B NFkB pot | IL1B NFkB pot cell count 2 µM
Cc1cc(C)n(Cc2ccc(F)cc2)c(=O)c1C#N | 11.9 | 90 | 15.6% | 7.1 | 101.5 | 94.4 | 3.8% | -11.9 | 90
CCCCC(=O)Nc1ccc(NC(=O)C2CC2)nc1 | -6.3 | 168 | nt | -15.8 | 73.2 | 89.0 | nt | 6.3 | 168
COC(=O)/C=C1\C(=O)N(c2nc3ccc(OC)cc3s2)C(=S)N1c1ccc(F)cc1 | -5.0 | 123 | 5.2% | nt | nt | nt | 3.0% | 5.0 | 123
CCCCOCCCNS(=O)(=O)Cc1ccccc1 | -8.1 | 65 | 9.4% | -8.4 | 91.3 | 99.7 | 1.3% | 8.1 | 65
COCCN(C(=O)COc1ccc(Cl)cc1)c1nnc(-c2cccnc2)s1 | 11.3 | 78 | nt | 8.0 | 86.6 | 78.7 | nt | -11.3 | 78
CCOC(=O)c1sc(NC(=O)CSc2nnc(-c3ccc(OC)cc3)n2CCOC)nc1C | -11.4 | 136 | nt | -7.7 | 71.6 | 79.2 | nt | 11.4 | 136
COc1ccc(-n2c(SCC(=O)NCc3ccco3)nnc2-c2c[nH]c3ccccc23)cc1 | -28.8 | 201 | -15.4% | -12.3 | 63.5 | 75.8 | -3.2% | 28.8 | 201
COCc1nnc(NC(=O)c2ccc(NC(C)=O)cc2)s1 | 4.8 | 122 | nt | -7.1 | 92.9 | 100.0 | nt | -4.8 | 122
CC(C)(NO)/C(=N\O)c1ccc(Cl)cc1 | 7.9 | 153 | -15.2% | 10.0 | 96.9 | 86.9 | 18.1% | -7.9 | 153
Cc1ccc(-c2nc3cnccn3c2Nc2ccc3c(c2)OCO3)cc1 | -13.6 | 64 | -56.1% | -45.2 | 25.4 | 70.6 | 6.6% | 13.6 | 64
CCc1[nH]nc2c1C(c1ccncc1)C(C#N)=C(N)O2 (stereo unspecified) | -2.3 | 98 | 8.2% | 8.9 | 90.4 | 81.5 | -2.3% | 2.3 | 98
O=C(c1ccccc1)c1ccc(OCCn2cnc3ccccc3c2=O)cc1 | -10.9 | 146 | -0.5% | 9.1 | 93.3 | 84.2 | -9.3% | 10.9 | 146
CCn1c(N2CCN(C(=S)NCCc3ccccc3)CC2)nc2ccccc21 | -3.1 | 113 | 14.1% | nt | nt | nt | 1.8% | 3.1 | 113
Cn1c(SCC(=O)NCCc2ccccc2)nnc1-c1ccncc1 | 1.8 | 147 | 4.0% | 11.7 | 95.4 | 83.7 | -1.3% | -1.8 | 147
CCOC(=O)CSc1nnc(-c2cccnc2)n1Cc1ccccc1 | 1.4 | 126 | -14.3% | 17.0 | 104.1 | 87.1 | -5.3% | -1.4 | 126
COC(=O)Cn1c(=O)c2c(nc(Br)n2CC(=O)OC)n(C)c1=O | -6.6 | 144 | 27.0% | nt | nt | nt | -6.5% | 6.6 | 144
CNC(=S)N1N=C(c2ccc(C)cc2)CC1c1ccc(Cl)cc1 (stereo unspecified) | -11.3 | 199 | -10.3% | 2.7 | 94.1 | 91.3 | -3.8% | 11.2 | 199
CCOC(=O)c1cnn(-c2cc(C)c3ccccc3n2)c1N | 4.3 | 210 | 15.9% | 10.2 | 80.4 | 70.2 | -1.6% | -4.3 | 210
CC12CC(c3ccccc3O1)N(C(=O)c1ccco1)C(=O)N2c1ccccc1 (stereo unspecified) | nt | nt | -36.2% | 21.2 | 99.5 | 78.3 | -3.7% | nt | nt
COc1ccc(S(=O)(=O)NC(CC(=O)NCCc2ccccc2)c2ccco2)cc1 (stereo unspecified) | -10.1 | 183 | 7.4% | -3.5 | 96.3 | 99.8 | -0.1% | 10.1 | 183
O=C(Nc1ccccc1)OCN1C(=O)c2ccccc2C1=O | -4.3 | 116 | -21.9% | nt | nt | nt | 4.5% | 4.3 | 116
CCN(Cc1ccccc1)C(c1ccccn1)c1nnnn1C(C)(C)CC (stereo unspecified) | 12.6 | 96 | -47.9% | 13.5 | 84.3 | 70.8 | -9.7% | -12.6 | 96
Cn1c(C(=O)NCc2ccco2)cc2c(=O)[nH]c3ccccc3c21 | nt | nt | 0.7% | -13.5 | 89.6 | 103.1 | 2.9% | nt | nt
COc1ccc(-c2nc(NC(=O)Cn3ccc(C(F)(F)F)n3)sc2C)cc1 | -1.4 | 155 | -8.4% | 1.4 | 78.8 | 77.4 | 9.4% | 1.4 | 155
C=CCn1c(O)c(CN2CCOCC2)c(C)c(C#N)c1=O | -13.2 | 128 | 5.4% | 13.5 | 94.1 | 80.6 | 17.3% | 13.2 | 128
Carrying on.
SMILES | IL1B NFkB inh | IL1B NFkB inh cell count 2 µM | PLAP inhibitors HTS | MRP reversal | MRP reversal cytotoxicity | MRP reversal with doxorubicin | Bcl-B TR3 displacers | IL1B NFkB pot | IL1B NFkB pot cell count 2 µM
O=C(CNS(=O)(=O)c1ccc(Br)cc1)N1CCOCC1 | 5.7 | 169 | -3.1% | 9.1 | 101.2 | 92.1 | 8.1% | -5.7 | 169
Cc1cccc(OCc2nnc(SCC(=O)Nc3ccc(C)c(C)c3)o2)c1 | 0.4 | 152 | nt | 7.6 | 99.7 | 92.1 | nt | -0.4 | 152
CCOC(=O)N1CCN(C2OC(=O)c3ccccc32)CC1 (stereo unspecified) | 13.6 | 88 | 13.0% | -13.6 | 91.7 | 105.3 | -2.2% | -13.6 | 88
COc1ccc(-c2noc(CCC(N)=O)n2)cc1OC | -8.0 | 136 | -2.7% | -0.4 | 99.0 | 99.4 | 0.0% | 8.0 | 136
COc1ccccc1-c1cc(C(=O)Nc2ccc(F)cc2F)no1 | -8.3 | 176 | 11.3% | nt | nt | nt | -1.1% | 8.3 | 176
CCc1ccccc1NC(=O)Cn1nnc(-c2cccnc2)n1 | 1.2 | 78 | 18.1% | -0.2 | 95.9 | 96.1 | -3.0% | 0.9 | 78
COc1ccccc1N1CCN(C(=O)CSc2nnc(NC(=O)c3ccco3)s2)CC1 | 8.4 | 100 | -22.6% | 6.8 | 82.6 | 75.8 | 15.7% | -8.4 | 100
Cc1ccc(C(C)C)c(OCCCN2C(=O)NC(C)(C)C2=O)c1 | -19.2 | 186 | -16.9% | 11.4 | 91.7 | 80.3 | -9.5% | 19.2 | 186
CC(=O)Nc1ccc(N=Cc2ccc[nH]2)cc1 | -10.4 | 103 | 15.4% | nt | nt | nt | 5.6% | 10.4 | 103
C=CCn1c(SCC(=O)Nc2nc(C)cs2)nnc1C(C)NC(=O)c1ccccc1Cl (stereo unspecified) | 7.5 | 147 | nt | 0.6 | 96.6 | 96.0 | nt | -7.5 | 147
COCCN1C(=O)/C(=C/c2ccc(Oc3ccc([N+](=O)[O-])cn3)c(OC)c2)SC1=Nc1ccccc1 | -38.6 | 103 | nt | 32.1 | 50.9 | 18.8 | nt | 38.6 | 103
CC(C)c1nnc(NC(=O)c2cccc(-n3cnnn3)c2)s1 | 0.9 | 175 | -6.1% | -7.0 | 94.3 | 101.4 | -3.3% | -0.9 | 175
CCN(CC)C(=O)CSc1nnc([C@H](CCSC)NC(=O)OC(C)(C)C)o1 | 10.9 | 111 | -62.4% | nt | nt | nt | 1.6% | -10.9 | 111
COc1ccc(Cc2nc(C(=O)Nc3ccccc3)cs2)cc1 | 4.3 | 111 | 7.3% | 14.8 | 92.2 | 77.4 | 3.7% | -4.3 | 111
CCOC(=O)Nc1cc2c(C)cc(=O)oc2cc1C | 6.8 | 121 | -13.2% | -12.7 | 95.9 | 108.7 | 9.5% | -6.8 | 121
COc1ccccc1N1CCN(S(=O)(=O)c2ccccc2F)CC1 | 4.9 | 135 | 2.8% | 1.5 | 82.1 | 80.6 | -5.6% | -4.9 | 135
O=P(c1ccccc1)(c1ccccc1)C(c1ccco1)N1CCOCC1 (stereo unspecified) | -9.7 | 85 | -10.1% | -3.5 | 92.9 | 96.4 | 7.4% | 9.7 | 85
CCc1c(C(C)S(=O)(=O)c2ccc(C)cc2)[nH]c(=O)n1-c1ccc(OC(F)(F)F)cc1 (stereo unspecified) | -0.6 | 177 | 13.1% | 8.4 | 100.9 | 92.5 | -5.6% | 0.6 | 177
Cc1ccc(-c2nnc(SCC(=O)Nc3ccc(S(=O)(=O)N4CCCCCC4)cc3)o2)cc1 | -7.5 | 165 | -18.9% | -5.6 | 8.8 | 14.4 | -19.5% | 7.5 | 165
O=C(O)CCCCNCc1ccccc1 | -3.6 | 203 | -23.8% | 2.5 | 97.0 | 94.5 | -0.7% | 3.6 | 203
CC(C)C12CN3CC(C(C)C)(CN(C1)C31C(=O)Nc3ccccc31)C2=O (stereo unspecified) | -41.4 | 125 | 7.0% | -2.6 | 88.5 | 91.1 | -6.0% | ? | nt
Cc1cc(C)c(S(=O)(=O)N(C)Cc2cnn(C)c2)c(C)c1 | -9.4 | 154 | -3.0% | 8.6 | 95.2 | 86.5 | 3.4% | 9.4 | 154
COc1ccc(C2=NOC(C(=O)NCc3ccc(F)cc3)C2)cc1OC (stereo unspecified) | 9.4 | 127 | -42.7% | -17.4 | 28.0 | 45.4 | -6.9% | -9.4 | 127
Cc1ccc(-n2[nH]c(=O)c3cccnc32)cc1 | 13.9 | 106 | 10.1% | nt | nt | nt | -6.0% | -13.9 | 106
Cc1nnc(SCC(=O)Nc2nc3c(s2)CC(C)CC3)s1 (stereo unspecified) | -10.0 | 125 | 20.1% | -2.9 | 76.3 | 79.2 | -2.1% | 10.0 | 125
(list continues)
SMILES | IL1B NFkB inh | IL1B NFkB inh cell count 2 µM | PLAP inhibitors HTS | MRP reversal | MRP reversal cytotoxicity | MRP reversal with doxorubicin | Bcl-B TR3 displacers | IL1B NFkB pot | IL1B NFkB pot cell count 2 µM
CC(C)(C)C(=O)Nc1nc(-c2ccc3c(c2)OCO3)cs1 | -2.0 | 113 | 34.2% | 5.1 | 90.5 | 85.5 | -6.0% | 2.0 | 113
CCOC(=O)C1=C(C)NC(C)=C(C(=O)OCC)C1C1=COCCO1 | -42.7 | 138 | -60.1% | -15.6 | 96.4 | 112.0 | -4.6% | 42.7* | 138*
O=c1cc2n(c(=O)[nH]1)CCC1=C2CCCC1 | -27.6 | 61 | 5.1% | 0.8 | 87.2 | 86.4 | 10.8% | 27.6 | 61
Cc1ccc(Cn2c(Sc3nnc(C)s3)nc3c2c(=O)[nH]c(=O)n3C)cc1 | 7.4 | 54 | -56.5% | 2.4 | 80.4 | 78.0 | 1.6% | -7.4 | 54
CCOC(=O)C1=C(C)Nc2ccccc2N=C1NC(=O)CCCN1C(=O)c2ccccc2C1=O | 7.5 | 132 | 2.2% | nt | nt | nt | -3.2% | -7.5 | 132
COCCNC(=O)COc1ncnc2ccc(Br)cc12 | -18.2 | 75 | 3.8% | 4.4 | 95.8 | 91.4 | 2.4% | 18.2 | 75
COc1ccc(OC)c(NC(=O)c2ccc(-n3cccn3)nc2)c1 | -11.2 | 122 | 11.7% | nt | nt | nt | -1.6% | 11.2 | 122
O=C(COc1ccc(Cl)cc1)N1CCCC1 | 4.4 | 101 | nt | 13.9 | 105.6 | 91.7 | nt | -4.4 | 101
Cc1ccccc1OCCCN1CCCC1 | -5.2 | 141 | 15.3% | 4.0 | 96.5 | 92.5 | 6.7% | 5.2 | 141

Sorted by length of the SMILES (high to low): 4 of the compounds above
SMILES | IL1B NFkB inh | IL1B NFkB inh cell count 2 µM | PLAP inhibitors HTS | MRP reversal | MRP reversal cytotoxicity | MRP reversal with doxorubicin | Bcl-B TR3 displacers | IL1B NFkB pot | IL1B NFkB pot cell count 2 µM
CC(C)(C)C(=O)Nc1nc(-c2ccc3c(c2)OCO3)cs1 | -2.0 | 113 | 34.2% | 5.1 | 90.5 | 85.5 | -6.0% | 2.0 | 113
O=c1cc2n(c(=O)[nH]1)CCC1=C2CCCC1 | -27.6 | 61 | 5.1% | 0.8 | 87.2 | 86.4 | 10.8% | 27.6 | 61
COCCNC(=O)COc1ncnc2ccc(Br)cc12 | -18.2 | 75 | 3.8% | 4.4 | 95.8 | 91.4 | 2.4% | 18.2 | 75
Cc1ccccc1OCCCN1CCCC1 | -5.2 | 141 | 15.3% | 4.0 | 96.5 | 92.5 | 6.7% | 5.2 | 141
